# From PubChem BioAssay
# MT stabilizer = microtubule stabilizers in HeLa cells; HeLa tubulin immunostaining HCS, 24 h; share of cells brighter than vehicle mean+2SD; % tubulin-high responders, % at 10 µM; 0.83% of 200,000 active; AID 2205;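 active = plate Z-score above 3 for both tubulin-high and condensed-nucleus cell shares, with cell loss under 80%, at 10 µM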;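 also: anti alpha tubulin signal scored within the nucleus-defined area of each cell; some results filed as inactive read as strong as hits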
# human PMI inhibitors = human PMI inhibitors, high substrate, primary screen, biochemical, fluorescence intensity, high mannose 6-phosphate (AID 1220) | recombinant PMI enzyme, coupled fluorescence intensity; higher % means a stronger effect | one-dose inhibition, % at 20 µM; IC50 in µM for titrated hits | 0.66% of 190,000 active
# b-catenin transl = alters nuclear translocation of beta-catenin in HeLa cells; immunofluorescence imaging; nuclear translocation activity, % at 5 µM; 0.3% of 190,000 active;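 active = nuclear translocation activity above 50% at 5 µM, with a well cell count of 50 or more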;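 also: per-cell ratio of nuclear to cytoplasmic median beta-catenin stain intensity; plate controls were DMSO negative control for no effect and GSK-3 inhibitor IX positive control for full effect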
#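 System: HeLa cells, endogenous beta-catenin; compound dosing: 5 µM primary single dose, 0.1% DMSO, 0.02–20 µM confirmation series; incubation: 24 h compound exposure at 37°C, 5% CO2; signal: beta-catenin immunofluorescence imaging with DAPI; evaluation: % activation, nuclear-to-cytoplasmic median beta-catenin signal ratio per cell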
# TNAP activators = human TNAP enzyme activators, primary screen, biochemical, luminescent, no phosphate acceptor, uHTS (AID 1001); 0.03% of 200,000 active; purified TNAP, luminescent activation assay, no phosphate acceptor; higher activation fold means a stronger effect; one-dose activation fold at 20 µM; EC50 in µM for titrated hits; in the data active = activation fold from about 3, or a potency from the dose series; inactive = the rest, 99 in 100 with activation fold below about 1.6; also: many of its hits are not listed in these tables
# Ins promoter up = MIN6 insulin promoter up-regulation; 0.3% of 190,000 active; AID 1625; MIN6 insulin promoter-GFP reporter, high-content imaging; stronger effect = higher value; z-score at 5 µM;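 active = z-score above 3 at 5 µM with at least 500 cells counted in the well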
# Hep lipid drop = hepatic lipid droplet formation modulation; AML12 mouse hepatocytes, oleate lipid droplets, BODIPY imaging; inhibition, % at 6.5 µM; 0.4% of 240,000 active; AID 1656;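 active = lipid droplet intensity inhibited by at least 50%, with more than 500 cells counted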
#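 Assay system: AML12 mouse liver cells | Compound: 6.5 µM single-point dosing | Schedule: Overnight exposure | Technique: Fluorescence imaging, 20x objective, two fields per well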
# Autophagy mod = modulators of autophagy. calls only at 10 µM (by protocol). 0.98% of 190,000 active. MEF GFP-LC3 puncta imaging; test concentration mostly 10 µM;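 active = percentage of spot-positive cells more than 3 SD above its plate mean, without a fluorescence outlier flag or 80% toxicity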;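 also: spot-positive cell cutoff set from DMSO-treated cells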
# human PMI inhibition = MPI enzyme activity inhibition – biochemical, fluorescence intensity, coupled assay, primary screen (AID 1209); 0.42% of 190,000 active; purified PMI enzyme, coupled fluorescence intensity; higher % means a stronger effect; inhibition, % at 20 µM, or IC50 in µM where a hit was titrated;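 also: plate controls were DMSO vehicle for no effect and wells lacking substrate for full effect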
# T cell modulator = modulates CD8 T cell binding to vesicles; 2C CD8+ T cell-vesicle binding, flow cytometry; stronger effect = lower value; AID 2052; 0.068% of 330,000 active; calls only at 7 µM;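 active = response, share of CD8 T cells binding vesicles, and their 90th percentile fluorescence all below set limits, cut at about 80% in these data, passing the limit was not always enough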
#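 Read-out – percent CD8+ FL2 mean versus row control · System – murine 2C transgenic CD8+ T lymphocytes · Times – 1.5 h cell–vesicle binding at 37 °C, then 20 min icy labelling · Control set – naked vesicles low, QL9 vesicles with vehicle high · Detection – cytometric PE anti-B7-1 and Alexa647 anti-CD8 signals after 1% paraformaldehyde fixation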
# Ins promoter up cell count = also measured in Ins promoter up; calls as there; cell count; measured here: cytotoxicity, nuclei count;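 total cells summed across four imaged fields per well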
# Hep lipid drop cells 6.5 µM = further read-out of Hep lipid drop, marked with its call; cell count; measured here: cell count, cytotoxicity flag;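 cells counted across two imaged fields per well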
# b-catenin transl cell count 5 µM = second read-out of b-catenin transl, no call of its own (marks repeat the call); cell count; measured here: cell count, cytotoxicity flag
# T cell modulator vesicle-bound % = second read-out of T cell modulator, no call of its own (marks repeat the call); double positive events, %; measured here: CD8+ vesicle-bound cell fraction;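 binding gate set so that unloaded-vesicle control wells show 10% double positive cells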
# MT stabilizer Hoechst-high % = recorded beside MT stabilizer, whose call it bears; % Hoechst-high responders; measured here: nuclear condensation Hoechst responders;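 share of cells brighter than vehicle mean plus two SD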
# MT stabilizer cytotoxicity % = second read-out of MT stabilizer, no call of its own (marks repeat the call); toxicity, %; measured here: cytotoxicity by cell density;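 0% = mean cell density of plate MIN control wells and 100% = no cells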
# Autophagy mod cell loss 18 h = second read-out of Autophagy mod, no call of its own (marks repeat the call); toxicity, %; measured here: cell loss, nuclei count;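 cell loss after 18 h compound exposure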
# Starred values were filed as active, the others as inactive; i = inactive; · = no result given; + = active, no number. Rule as the data show it, unless noted: active = inhibition above about 50%; inactive = the rest.
SMILES,MT stabilizer,MT stabilizer Hoechst-high %,MT stabilizer cytotoxicity %,human PMI inhibitors,b-catenin transl,b-catenin transl cell count 5 µM,TNAP activators,Ins promoter up,Ins promoter up cell count,Hep lipid drop,Hep lipid drop cells 6.5 µM,Autophagy mod,Autophagy mod cell loss 18 h,human PMI inhibition,T cell modulator,T cell modulator vesicle-bound %
Cc1nnc(NC(=O)CSc2nnnn2Cc2ccccc2)s1,2.3,1.6,3.2,5.8%,·,·,1.1,0.52,1202,-1.8,710,i,-6.7,8.7%,i,29.7
Cc1ccc(C2NCCS2)cc1 (stereo not given),3.9,1.8,9.1,-31.9%,0.3,1112,0.4,0.54,1259,22.0,697,i,-5.0,-53.6%,i,52.3
COc1ccc(-c2csc(Nc3ncccc3C)n2)cc1OC,1.6,2.2,7.3,7.2%,1.9,1149,1,-0.62,1205,-1.7,746,i,4.0,11.5%,i,23.8
C=CCc1c(C)nc(C)nc1N/N=C/c1ccccc1,1.8,1.7,3.3,-10.5%,0.9,1013,1.1,-0.31,884,-5.9,797,i,5.6,-7.0%,i,14.0
Cc1ccccc1Cn1ccc(NC(=O)c2cnn3c2NC(c2ccccc2)CC3C(F)(F)F)n1 (stereo not given),3.7,1.3,7.9,12.6%,1.5,1243,1.1,-0.41,858,6.9,731,i,-16.0,16.6%,i,46.8
CCOC(=O)CC1C(=O)NCCN1C(=S)Nc1ccccc1 (stereo not given),1.8,4.8,7.3,16.8%,-0.5,542,1.1,1.24,1324,11.3,715,i,-7.7,10.4%,i,42.7
O=C(CNC(c1ccccc1)c1ccccc1)Nc1ccccc1-c1ccccc1,2.4,1.4,2.0,2.4%,-1.6,1165,1.1,-0.36,1357,-19.6,687,i,4.5,14.5%,i,48.9
C=CCn1sc(=N)c(C#N)c1N,3.8,3.8,9.5,0.1%,-0.1,1066,1.1,-0.33,1832,20.0,721,i,-3.1,1.7%,i,33.5
O=C(NN=C1C2CC3CC(C2)CC1C3)c1ccncc1,0.7,2.2,6.7,-1.0%,·,·,1,·,·,·,·,i,-5.8,-1.6%,i,36.2
Cc1sc2ncnc(Sc3nnnn3-c3ccccc3)c2c1C,5.4,1.0,1.2,-2.8%,-0.6,1130,1.2,0.73,1154,·,·,i,-3.0,0.7%,i,6.3
CCCCOC(=O)c1c(C)oc2ccc(NS(=O)(=O)c3ccc4c5c(cccc35)C(=O)N4)cc12,1.4,1.2,4.2,19.8%,1.6,1157,1,·,·,8.1,762,i,-4.3,24.4%,i,45.5
Cc1ccc([N+](=O)[O-])cc1N/C=C1\CCc2ccccc2C1=O,3.2,1.8,5.6,·,·,·,0.9,·,·,·,·,i,-25.2,·,i,16.8
O=C(Cn1cc(C(=O)c2ccco2)c2ccccc21)NC1CC1,1.0,2.6,3.9,-10.7%,0.7,1077,1,-0.1,1434,2.1,733,i,-0.3,3.4%,i,28.2
O=C(O)c1cc(-c2ccncc2)nc2ccc(S(=O)(=O)N3CCOCC3)cc12,5.1,2.1,10.4,-6.9%,-2.8,970,1.2,-1.65,1329,·,·,i,5.4,-6.6%,i,6.2
CCn1c(SCc2cccc(F)c2)nc2c(c1=O)SCC2,3.8,1.8,9.7,-3.1%,-1.1,1049,1,-0.23,1289,4.8,675,i,-1.1,-7.3%,i,47.7
O=C(CSc1ccccc1)N1CCc2ccccc21,1.1,1.6,18.6,-0.3%,-1.8,1176,1.1,-0.25,924,-15.5,746,i,7.3,3.1%,i,41.9
CCSC1=NCCN1C(=O)c1ccc(S(=O)(=O)N(CC)CC)cc1,1.6,2.2,4.4,1.6%,2.0,1122,0.9,·,·,1.1,715,i,6.5,-11.4%,i,21.1
CC(=O)Nc1ccn(Cc2c(F)cccc2Cl)n1,1.8,1.8,4.9,0.1%,·,·,1.1,·,·,6.4,727,i,-1.5,7.0%,i,18.5
CC(=O)Nc1nnc(S(N)(=O)=O)s1,2.9,1.8,10.2,1.0%,·,·,1.1,·,·,-1.8,690,i,4.3,3.4%,i,22.6
Cc1cnc(C(=O)Nc2ccccc2-c2nnn(CC(=O)NC3CCCC3)n2)cn1,4.9,1.7,0.3,-2.9%,-0.6,1202,1.1,-0.12,1146,-0.1,651,+,-3.8*,-0.5%,i,53.4

# Only human PMI inhibition, Autophagy mod and b-catenin transl cell count 5 µM (two entries from above):
smiles | human PMI inhibition | Autophagy mod | b-catenin transl cell count 5 µM
Cc1ccc([N+](=O)[O-])cc1N/C=C1\CCc2ccccc2C1=O | · | i | ·
O=C(Cn1cc(C(=O)c2ccco2)c2ccccc21)NC1CC1 | 3.4% | i | 1077

# More results:
SMILES,MT stabilizer,MT stabilizer Hoechst-high %,MT stabilizer cytotoxicity %,human PMI inhibitors,b-catenin transl,b-catenin transl cell count 5 µM,TNAP activators,Ins promoter up,Ins promoter up cell count,Hep lipid drop,Hep lipid drop cells 6.5 µM,Autophagy mod,Autophagy mod cell loss 18 h,human PMI inhibition,T cell modulator,T cell modulator vesicle-bound %
Cc1ccc2[nH]c3c(=O)n(Cc4ccco4)cnc3c2c1,·,·,·,·,1.5,1313,·,-0.51,1081,-24.8,737,·,·,·,i,24.1
COc1ccccc1COC(=O)Nc1c(C)nn(C)c1Cl,1.5,1.9,6.4,-0.2%,1.5,1325,1,0.06,1461,·,·,i,4.8,-1.1%,i,10.1
COCCNC(=S)Nc1ccc2nsnc2c1,4.5,1.9,2.6,-11.7%,·,·,1,0.35,1276,34.7,692,i,-1.9,7.4%,i,54.4
O=C(CN1CCCN(Cc2ccc(F)cc2Cl)C1=O)NC1CCCCCCC1,2.5,2.3,7.3,-10.4%,1.3,1332,1.1,-0.88,946,·,·,i,-1.2,-3.4%,i,42.4
O=C(COc1ccc(Cl)cc1)NCc1nnc(SCC(=O)Nc2ccccc2F)o1,2.1,2.5,2.2,1.0%,0.2,1036,1.1,-0.17,1297,-8.8,771,i,-27.3,-1.1%,i,45.6
FC(F)(F)c1cccc(NCc2cn3cccnc3n2)c1,6.2,3.1,6.0,-2.0%,0.4,820,1.1,-0.24,1176,·,·,i,10.6,4.5%,i,15.0
COc1ccccc1-n1c(=O)c(C#N)c(-c2ccc([N+](=O)[O-])cc2)c2cc(C(=O)c3cc(F)ccc3O)cnc21,2.3,3.3,10.0,14.2%,-4.2,1123,1.1,-0.56,1492,-16.7,705,i,-2.5,6.4%,i,61.1
O=S(=O)(c1ccc(F)c(F)c1F)N1CCN(C(=S)NCc2ccccc2)CC1,2.0,2.2,0.6,1.1%,-3.6,1126,1.1,-0.07,1151,-11.2,640,i,0.1,-6.7%,i,53.6
CCc1nnc(NC(=O)CSc2nnc(CCc3nc4ccccc4[nH]3)n2C)s1,1.3,2.0,5.6,0.8%,-3.0,1176,1.1,0.11,1033,·,·,i,6.0,1.2%,i,27.5
COc1cc2c(cc1OC)C(NC(=O)C(F)(F)F)CNC2=O (stereo not given),2.8,4.3,6.0,-2.8%,-1.9,1065,1.1,0.49,1240,3.6,656,i,-14.5,-16.8%,i,21.7
CCCc1cc(=O)[nH]c(=S)[nH]1,2.8,1.5,4.3,-0.5%,0.0,499,1.1,·,·,13.7,691,i,28.2,4.8%,i,62.7
COc1ccc(C)cc1NC(=O)CCC(=O)Nc1ccc2nc(N3CCN(C)CC3)cc(C)c2c1,7.8,2.1,8.3,14.7%,·,·,1.1,-0.72,1287,104.7*,699*,i,3.4,15.2%,i,55.6
Nc1nc(Nc2cccc(F)c2)nc(NCCO)c1[N+](=O)[O-],·,·,·,·,2.0,1173,·,-0.38,1387,19.4,707,·,·,·,i,27.4
CC(=NC(C)C)C1=C(O)C(C)OC1=O (stereo not given),2.1,2.9,5.1,-6.8%,1.4,882,1,0.47,1086,-1.2,630,i,1.8,-7.0%,i,37.2
CCN(CCCNS(=O)(=O)c1ccc2c(c1)CCN2C(C)=O)c1cccc(C)c1,6.2,1.0,4.8,30.6%,-0.2,1169,1.1,-0.12,900,·,·,·,·,17.1%,i,37.2
O=C(c1ccccc1F)N1CCC(O)(c2cccnc2)CC1,4.6,2.6,6.3,-4.1%,-2.7,1229,1.1,-1.39,883,-5.0,653,i,-11.8,-0.1%,i,13.4
Cc1cc2ccccc2nc1SCC(=O)NC1CCCC1,2.8,2.7,5.0,-4.5%,-2.1,1123,1.1,-1.07,1129,-6.9,624,i,-0.1,-3.5%,i,39.6
Cc1sc2ncnc(NC(C)C(=O)O)c2c1C (stereo not given),2.5,1.8,9.0,6.5%,1.0,920,1.1,-0.77,1466,0.2,671,i,3.7,5.7%,i,51.9
Cc1ccc(CN2CCN(Cc3cn[nH]c3-c3ccccc3)CC2CCO)o1 (stereo not given),1.9,2.4,1.6,0.2%,0.2,926,0.8,-0.32,1423,-8.9,772,i,-8.2,1.0%,i,43.8
CCC(=O)/C=C1\Sc2ccc(OC)cc2N1CC,10.4,3.0,18.1,8.7%,-4.4,857,1.1,0.92,1222,·,·,i,-5.9,10.4%,i,10.0
Cc1ccc(C(=O)CSc2nnc3c4ccccc4nc(C(C)(C)C)n23)cc1,25.7*,30.6*,43.2*,-3.7%,0.1,881,1.1,-0.16,1264,-35.2,570,i,-2.4,10.2%,i,48.8
COc1ccc(Cl)cc1Nc1nc(N2CCCC2)nc(N2CCCC2)n1,·,·,·,-9.5%,-5.2,1247,1,-1.01,1286,2.6,747,·,·,-5.7%,·,·
COc1ccc(C(c2nnnn2C(C)(C)C)N2CCN(c3nc4ccccc4s3)CC2)cc1OC (stereo not given),5.0,1.5,3.4,5.7%,-0.6,749,1.1,·,·,·,·,i,2.8,7.7%,·,·
Cc1cccc(-n2c(C)cc(C=C(C#N)C#N)c2C)c1,1.4,1.5,4.0,5.0%,-0.3,989,1.1,0.1,1304,-3.1,675,i,10.0,15.5%,i,38.8
Cc1cc(C(=O)NNC(=S)Nc2ccccc2C)cs1,2.7,2.7,0.1,0.4%,-4.3,576,2.7,0.13,1230,-2.4,708,i,3.0,70.7%*,i,22.6
COc1ccc(N(CC(=O)NC2CCCCC2)C(=O)CNC(=O)c2ccco2)cc1OC,3.6,1.4,5.3,1.8%,-3.2,1207,1.1,-0.09,1273,9.6,685,i,3.2,-0.2%,i,19.6
